High-throughput results from PubChem BioAssay.
aSyn rescue – qHTS of alpha-syn Inhibitors. Yeast expressing alpha-synuclein, growth rescue, BacTiter-Glo, 24 h. Potency, µM (highest dose often 46.1 µM), inactives show top-dose growth rescue (activation), most hits filed as activators. 370,000 compounds, 0.14% hits. AID 652106, 2013; further: potency means the concentration at half of the fitted maximal effect; % of control where 0% means no effect; nearly all actives have a fitted effect of over 65% in size
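Screening used galactose-induced yeast with toxic alpha-synuclein levels, exposed to compound for 24 hr at 30 deg C. Cell growth, read with BacTiter-Glo luminescence, gave the measured signal.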
FUS yeast rescue – qHTS for Suppressors of FUS Proteinopathy: Primary screen using FUS-linked yeast assay. 390,000 compounds, 0.24% hits. Potency, µM (doses to about 76.6 µM), for inactives: at the highest dose growth rescue (activation), usual class: activators. S. cerevisiae FUS-expressing, growth rescue, OD600, 24 h;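 further: potency means the concentration at half of the fitted maximal effect; plate controls were DMSO vehicle for no effect and reference control for full effect; nearly all actives have a fitted effect of over 55% in size; some results filed as inactive show a strong effect at the top dose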
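Toxicity suppression screen in FUS-yeast. Cells induced with 2% galactose, starting OD 0.005, treated 24hr at 30C with compounds at multiple final concentrations; growth by OD600.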
DRD3 antagonist – qHTS of D3 Dopamine Receptor Antagonist: qHTS; max response, negative = inhibition, %; D3R cells, DiscoveRx beta-arrestin luminescence, antagonist mode; hits give low values; 360,000 compounds, 2.5% hits; D(3) dopamine receptor (Homo sapiens), P35462; in the data active means max response below about -50%; inconclusive means no clear call, values can overlap the other calls; further: on the % scale 0 is the no-effect control and ±100 the full control effect; mostly tested at two doses, the higher about 12 µM
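Cells expressing the human receptor were seeded at 1500 cells/well, incubated overnight at 37 degrees C in 5% CO2, then exposed to library compounds with dopamine controls for 90 minutes at 37 degrees C before luminescent detection.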
Abeta yeast res – qHTS for compounds that reverse cellular toxicity of Amyloid beta (A-beta) peptide in yeast: Primary Screen. AID 1347071, 2019. yeast expressing A-beta42, growth rescue, OD600, 48 h; response scale: 0% DMSO, 100% iron-clioquinol control. 410,000 compounds, 0.063% hits. Potency, µM (top dose mostly 46.1 µM), for inactives: top-dose growth rescue, usual class: activators; further: potency means the concentration at half of the fitted maximal effect; nearly all actives have a fitted effect of over 55% in size
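Yeast A-beta toxicity model in growth medium with pinned compounds, 48 h at 30 C; growth read as absorbance at 600 nm. Normalized to FeCl3/clioquinol equimolar mix (positive) and DMSO (negative).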
DRD3 agonist – qHTS of D3 Dopamine Receptor Agonist: qHTS; D3R DiscoveRx beta-arrestin cells, luminescence, 90 min; max activation, %; 410,000 compounds, 0.58% hits; AID 652048, 2013; in the data active means max activation above about 30%; further: 0% is about no effect; mostly tested at two doses, the higher about 12 µM
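Agonist-mode cell screen: cells plated at 1500/well and incubated overnight at 37 °C, then exposed to library compounds for 90 min at 37 °C. Detection reagent was added for 30–60 min at room temperature, and luminescence was read.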
TDP43 rescue – qHTS of TDP-43 Inhibitors. TDP-43 expressing yeast growth rescue, BacTiter-Glo, 24 h. Potency, µM (doses to about 46.1 µM), without a hit: top-dose growth rescue (activation), actives largely listed as activators. 410,000 compounds, 1.8% hits. AID 652104, 2013; further: potency means the concentration at half of the fitted maximal effect; % of control where 0% means no effect; nearly all actives have a fitted effect of over 50% in size
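Growth rescue of TDP-43-toxic yeast measured as ATP luminescence (BacTiter-Glo). Cells grown to mid-log in raffinose, induced in galactose at OD600=0.02, exposed to compound 24 hr at 30 deg C.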
EPAC2 antagonist – qHTS for Antagonist of cAMP-regulated guanine nucleotide exchange factor 2 (EPAC2): primary screen; EPAC2 GEF exchange of Rap1B-BODIPY-GDP, fluorescence; Potency, µM (series often up to 114 µM), inactives show top-dose activity, negative = inhibition, actives largely listed as inhibitors; 360,000 compounds, 0.18% hits; AID 720708, 2013; further: potency means the concentration at half of the fitted maximal effect; on the % scale 0 is the no-effect control and ±100 the full control effect; nearly all actives have a fitted effect of over 45% in size; many of its hits are not listed in these tables
Target sequence (Q8WZA2 whole entry, looked up): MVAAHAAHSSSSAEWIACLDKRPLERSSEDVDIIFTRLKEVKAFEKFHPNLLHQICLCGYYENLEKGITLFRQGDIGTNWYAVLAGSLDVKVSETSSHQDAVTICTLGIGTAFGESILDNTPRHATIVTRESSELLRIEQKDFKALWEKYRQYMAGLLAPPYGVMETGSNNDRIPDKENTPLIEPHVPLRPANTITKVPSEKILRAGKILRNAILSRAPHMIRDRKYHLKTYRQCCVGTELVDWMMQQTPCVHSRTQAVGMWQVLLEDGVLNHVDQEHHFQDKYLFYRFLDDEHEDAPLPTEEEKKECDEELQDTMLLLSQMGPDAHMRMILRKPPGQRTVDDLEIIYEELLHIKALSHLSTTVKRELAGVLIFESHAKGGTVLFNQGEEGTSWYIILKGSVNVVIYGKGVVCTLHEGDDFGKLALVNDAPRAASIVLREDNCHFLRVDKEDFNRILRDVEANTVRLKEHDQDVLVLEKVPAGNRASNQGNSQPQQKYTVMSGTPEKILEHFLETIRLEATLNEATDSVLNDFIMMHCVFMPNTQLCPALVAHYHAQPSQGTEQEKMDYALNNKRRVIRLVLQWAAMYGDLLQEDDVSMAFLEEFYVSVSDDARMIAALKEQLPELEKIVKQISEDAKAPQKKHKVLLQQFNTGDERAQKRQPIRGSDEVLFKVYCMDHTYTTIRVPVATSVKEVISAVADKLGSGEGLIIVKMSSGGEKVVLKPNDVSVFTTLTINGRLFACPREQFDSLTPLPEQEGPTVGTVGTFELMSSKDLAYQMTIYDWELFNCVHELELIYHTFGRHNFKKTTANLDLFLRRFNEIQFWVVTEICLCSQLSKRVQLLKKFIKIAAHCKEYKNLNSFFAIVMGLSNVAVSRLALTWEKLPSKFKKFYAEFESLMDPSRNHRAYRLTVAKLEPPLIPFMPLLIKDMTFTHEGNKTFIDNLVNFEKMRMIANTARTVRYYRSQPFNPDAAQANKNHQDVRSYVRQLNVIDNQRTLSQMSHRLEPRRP
EPAC2 ag – qHTS for Agonist of cAMP-regulated guanine nucleotide exchange factor 4 (EPAC2): primary screen; Rap guanine nucleotide exchange factor 4 (Homo sapiens), Q8WZA2; EPAC2 activation, biochemical qHTS; response scale: 100% = 6.5 mM cAMP response; Potency, µM (top dose mostly 154 µM), for the others: at the top dose activation, hits mostly activators; 360,000 compounds, 0.079% hits; further: potency means the concentration at half of the fitted maximal effect; nearly all actives have a fitted effect of over 50% in size
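Fluorescence exchange assay: 100 nM EPAC2 with 250 nM RAP1B-BODIPY-GDP and 50 uM GDP; compounds tested as a concentration-titration series (qHTS). Loss of Rap1-bound BODIPY-GDP fluorescence read at 480/540 nm; data normalized to 6.5 mM cAMP.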
The depositor's hits bear a star; ? = inconclusive; / = not tested or not shown; & = joins results of further samples; [ ] = another dose, or the depositor's remark. Unless noted, the call rests on the fitted dose curve; in most records, active means well fitted curve in the direction sought with a large enough effect; inconclusive means small, poorly fitted or top-dose-only effect, or another doubt; inactive means no such curve, though single readings can be large; an effect the other way counts as inactive or inconclusive.

SMILES	aSyn rescue	FUS yeast rescue	DRD3 antagonist	Abeta yeast res	DRD3 agonist	TDP43 rescue	EPAC2 antagonist	EPAC2 ag
CCOc1ccc(-n2c(O)c(N=Nc3ccc([N+](=O)[O-])cc3)c(=O)[nH]c2=O)cc1	-3.3%	-4.9%	-19.5	-2.3%	-2.9	-3.6%	14.7%	-12.2%
COc1ccccc1C1=NCc2nnc(CSC)n2-c2ccc(Cl)cc21	6.2%	16.4%	5.9	10.4%	5.7	-0.6%	-4.0%	4.9%
CCOc1ccc(N2C(=O)NC(=O)/C(=C\c3cc(OC)c(OC)cc3[N+](=O)[O-])C2=O)cc1	-1.6%	31.7%	-19.9	-2.9%	-2.6	9.4%	14.0%	10.9%
Cc1c(C=C2C(=O)N(C)C(=O)N(C)C2=O)c(=O)n(-c2ccccc2)n1C	5.9%	9.7%	-3.7	5.7%	-2.1	-13.8%	13.5%	-6.2%
COc1ccc(N2C(=O)NC(=O)C(CCc3ccncc3)(CCc3ccncc3)C2=O)cc1	0.9%	3.5%	5.7	4.6%	-4.7	-17.6%	14.2%	3.2%
CCOC(=O)c1c(NC(=O)C(c2ccccc2)c2ccccc2)sc2c1C1CCN2CC1	-1.6%	?	0.0	0.4%	0.3	?	-4.0%	2.6%
Cc1ccc2c(c1)CC1(CN2C)C(=O)NC(=O)N(c2ccccc2C)C1=O (stereo not given)	-0.6%	-1.1%	-4.5	-8.7%	0.4	8.5%	4.9%	11.1%
C[C@]12CC[C@H]3C(CCC4(O)CC(O)CC[C@]34C=O)C1=CC[C@H]2c1ccc(=O)oc1 (stereo not given in full)	1.9%	-21.5%	-6.4	-22.6%	-1.9	-11.8%	2.2%	-1.9%
c1ccc2sc(N3CCNCC3)nc2c1	-8.2%	-13.5%	-8.0	-11.1%	-5.6	0.1%	-0.9%	5.2%
COCCCn1c(N)c(C(=O)NCCC(C)C)c2nc3ccccc3nc21	8.2%	?	9.9	3.8%	1.1	24.9%	?	-3.1%
COc1ccc(N=Cc2c(O)n(-c3ccc(C)cc3)c(=O)[nH]c2=O)cc1	0.9%	13.2%	3.9	-26.5%	3.2	-17.1%	9.9%	-2.0%
CCC(C)/C=C(C)/C=C/C1=CC2=C(Cl)C(=O)C(C)(OC(C)=O)C(=O)C2=CO1 (stereo not given)	-16.0%	?	-22.8	-11.0%	-0.2	1.6%	-12.8%	-1.1%
S=C(NCCc1ccccc1)N1Cc2cc(N3CCCCC3)ccc2-n2nncc2C1	12.1%	?	-2.1	5.2%	2.3	35.5µM*	-2.5%	8.7%
CN1CCN(c2nc([N+](=O)[O-])nn2C)CC1	-13.0%	/	-17.5	4.8%	-17.8	-8.2%	-0.6%	8.5%
COc1ccc(C(=O)C2CCCN(Cc3ccc(F)cc3F)C2)cc1F (stereo not given)	0.0%	-12.3%	-29.4	9.0%	-10.9	8.7%	-12.0%	4.9%
Cc1ccc(C(C)(C)C)c(OCC(=O)Nc2ccc(Cl)cc2C(=O)c2ccccc2)c1	/	-32.6%	/	9.6%	9.6	21.5%	/	/
C=CCn1c(O)c(C=NCCN2CCOCC2)c(=O)[nH]c1=S	0.0%	-26.5%	-5.9	10.8%	1.8	8.4%	1.9%	2.5%
CNS(=O)(=O)c1ccc(N=Cc2c(O)n(-c3cccc(C)c3)c(=O)[nH]c2=O)cc1	-3.8%	16.5%	-5.2	-2.8%	10.4	-17.4%	-4.5%	26.0%
COC(=O)C1=C(c2c(C)noc2C)C[C@@H]2CC[C@H]1N2C(=O)NCCOc1ccccc1	0.4%	-6.4%	-25.6	6.6%	-8.9	14.0%	13.8%	8.6%
CCc1c(C)nc(N)nc1N1N=C1SCC(N)=O	-9.4%	19.1%	-25.2	-18.7%	-10.9	-13.6%	-2.1%[57.1 µM]	11.7%
Cc1ccc(N(C)C(=O)Oc2ccc(C(=O)c3ccc(Cl)cc3)cc2)cc1	-3.6%	-4.1%	-3.8	-0.4%	-2.8	0.1%	-0.9%	3.6%
O=C(N/N=C/c1c(O)n(-c2cccc3ccccc23)c(=O)[nH]c1=O)c1ccncc1	-3.7%	13.3%	4.9	-28.7%	5.3	4.3%	1.6%	16.3%
N#Cc1cccc(NC(=O)CSc2nc3c(cc2C#N)N2CCC3CC2)c1	/	3.8%	/	-10.9%	-1.9	-3.6%	/	/
c1ccc2c(c1)[IH]c1ccccc1-2	-6.1%	-35.0%	0.3	-33.7%	-6.4	-36.3%[inhibitor]	?	-3.5%
COc1ccccc1CN1CCN(Cc2ccc(Cl)cc2)CC1	-4.6%	26.8%	-95.7*	-8.6%	-14.6	-0.2%	5.0%	11.0%

Retrieved one by one from the entries so far, 6 records:
SMILES	aSyn rescue	FUS yeast rescue	DRD3 antagonist	Abeta yeast res	DRD3 agonist	TDP43 rescue	EPAC2 antagonist	EPAC2 ag
S=C(NCCc1ccccc1)N1Cc2cc(N3CCCCC3)ccc2-n2nncc2C1	12.1%	?	-2.1	5.2%	2.3	35.5µM*	-2.5%	8.7%
c1ccc2sc(N3CCNCC3)nc2c1	-8.2%	-13.5%	-8.0	-11.1%	-5.6	0.1%	-0.9%	5.2%
CCOc1ccc(-n2c(O)c(N=Nc3ccc([N+](=O)[O-])cc3)c(=O)[nH]c2=O)cc1	-3.3%	-4.9%	-19.5	-2.3%	-2.9	-3.6%	14.7%	-12.2%
COc1ccc(C(=O)C2CCCN(Cc3ccc(F)cc3F)C2)cc1F (stereo not given)	0.0%	-12.3%	-29.4	9.0%	-10.9	8.7%	-12.0%	4.9%
Cc1c(C=C2C(=O)N(C)C(=O)N(C)C2=O)c(=O)n(-c2ccccc2)n1C	5.9%	9.7%	-3.7	5.7%	-2.1	-13.8%	13.5%	-6.2%
CCOc1ccc(N2C(=O)NC(=O)/C(=C\c3cc(OC)c(OC)cc3[N+](=O)[O-])C2=O)cc1	-1.6%	31.7%	-19.9	-2.9%	-2.6	9.4%	14.0%	10.9%

Remaining list, next part:
SMILES	aSyn rescue	FUS yeast rescue	DRD3 antagonist	Abeta yeast res	DRD3 agonist	TDP43 rescue	EPAC2 antagonist	EPAC2 ag
CC(=O)Nc1cc([As](=O)(O)O)ccc1O	6.4%	-45.5%	4.1	-7.5%	19.8&6.4	0.0%	6.9%	7.2%
C=CCn1c(O)c(C(C)=NCCN2CCN(C(=S)NC)CC2)c(=O)[nH]c1=O	-1.7%	23.3%	2.3	-8.1%	-21.8	-10.7%	27.0%	6.7%
COC[C@]12CN(C)C3C4[C@H](OC)[C@H]1C3([C@@H](OC)C[C@H]2O)[C@@H]1C[C@@]2(O)[C@H](OC(=O)c3ccccc3)[C@@H]1[C@]4(OC(C)=O)[C@@H](O)[C@@H]2OC	-1.2%	-18.3%	1.3	0.6%	2.1	11.5%	-10.2%	1.0%
CN1CCN(c2ccccc2N)CC1	1.1%	2.7%	-27.4	8.1%	0.8	6.8%	5.6%	0.9%
CC(=O)O[C@H]1CC[C@@]2(C)[C@H](C1)C(=O)C[C@H]1[C@@H]3CC[C@@H]4[C@@H](CN5C[C@@H](C)CC[C@H]5[C@@]4(C)O)[C@@H]3C[C@@H]12	-7.1%	-28.9%	-0.3	-1.1%	-1.8	15.2%	-8.3%	12.7%
COc1cccc(C(c2nnnn2-c2c(C)cccc2C)N2CCC(n3c(=O)[nH]c4ccccc43)CC2)c1OC (stereo not given)	0.2%	?	14.1	0.4%	5.3	5.8%	-15.5%	0.5%
Cc1ccc(C)c(-c2nnc(NC(=O)C3=COCCO3)o2)c1	?	0.8%	-17.5	?	-9.6	4.1%	-0.9%	2.3%
CCN1CCN(c2nc([N+](=O)[O-])nn2C)CC1	0.5%	11.0%	10.4	1.0%	8.4	4.9%	6.7%	6.2%
Nc1ccc(Cl)cc1C(=O)c1ccccc1Cl	?	15.4%	-4.3	5.2%	-6.1	20µM*	?	22.5%
COc1cc(/C=C2/C(=O)NC(=O)N(c3ccc(C)cc3)C2=O)cc(OC)c1OC	-2.0%	16.8%	3.3	0.1%	-1.6	11.3%	3.1%	10.3%
COc1ccc(C)cc1NC(=O)N1CCC2(CC1)OCCO2	2.4%	-11.5%	0.9	4.5%	0.9	4.6%	3.6%	-5.6%
O=[N+]([O-])c1ccc(N2CCCC2)cc1N/N=C1\CN2CCC1CC2	-1.0%	/	-7.2	9.2%	-0.6	12.5%	-15.9%	-1.0%
O=C(COC(=O)Cc1ccccc1)Nc1nnc(-c2ccccc2)o1	8.5%	3.7%	0.0	7.5%	6.1	12.5%	3.5%	7.4%
CCCCN1C(=O)NC(=O)C2(Cc3c(nc4ccccn4c3=O)N3CCc4ccccc4C32)C1=O (stereo not given)	13.8%	34.1%	-12.5	-20.4%	-2.5	?	-3.4%	2.7%
COc1ccc2c(CN3CC=C(c4ccccc4)CC3)cc(=O)oc2c1	-1.6%	44.1%	-23.1	-11.9%	2.8	-24.6%	3.3%	2.5%
COc1ccc(OC)c(-n2c(O)c(C=Nc3c(C)n(C)n(-c4ccccc4)c3=O)c(=O)[nH]c2=O)c1	3.8%	2.0%	7.7	2.7%	-0.5	13.8%	-9.4%	5.8%
Cc1ccc(OC(=O)N(C)C[C@@H]2OCc3cnnn3CCCC(=O)N([C@@H](C)CO)C[C@@H]2C)cc1	18.1%	-2.1%	-16.0	0.9%	-7.0	2.7%	-2.9%	21.3%
CCC(=O)Nc1cc(C(=O)N2CCC3(CC2)OCCO3)ccc1S(=O)(=O)c1ccc(C)cc1	-5.9%	28.1%	-22.4	-7.7%	0.6	-0.2%	-6.4%	4.5%
COc1ccc(OC)c(-n2c(O)c(C=NCc3ccc4c(c3)OCO4)c(=O)[nH]c2=O)c1	-8.4%	11.1%	19.8	-5.6%	3.6	5.1%	-0.8%	-4.5%
Cc1ccsc1-c1nc(CSCC(=O)N2CCC3(CC2)OCCO3)c(C)o1	2.0%	2.1%	1.4	-14.1%	17.7	28.0%	11.5%	-1.1%
CCCCCCCCCCOC(=O)CCN1CC1	-2.6%	/	0.0	-7.6%	-6.6	-4.6%	-8.5%	-19.0%

Some of the compounds tested; rates above refer to the full screens.
